# PhoP GFP inhibition: PhoP regulon inhibitors, Salmonella typhi PhoP promoter GFP reporter, confirmatory (AID 1850); inhibition, % at 50 µM; hits with a dose series show IC50 in µM; actives 0.33% (n = 310,000); Salmonella Typhi PhoP-promoter GFP reporter, fluorescence, 4 h; higher % means a stronger effect; in the data active means a potency from the dose series; inconclusive means inhibition mostly from about 25% at the one dose, without a potency; inactive means the rest, 99 in 100 with inhibition below about 19%;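 further: 0% = induced wells with vehicle and 100% = uninduced wells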
# influenza NS1A: H1N1 influenza NS1A inhibitors, functional cell based assay (AID 504329); NS1A functional cell-based assay, percent inhibition; higher % means a stronger effect; one-dose inhibition, % at 12.5 µM; IC50 in µM for titrated hits; actives 0.3% (n = 340,000); in the data active means a potency from the dose series; inconclusive means inhibition above about 27% without an active follow-up result; further: strong numbers were not always called active
# tuberculosis growth: growth inhibition of non-replicating M. tuberculosis (AID 488890); Mycobacterium tuberculosis non-replicating, growth inhibition; higher % means a stronger effect; inhibition, % at 25 µM, or IC50 in µM where a hit was titrated; actives 0.39% (n = 320,000); in the data active means a potency from the dose series; inconclusive means inhibition mostly from about 82% at the one dose, without a potency; inactive means the rest, 99 in 100 with inhibition below about 76%;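 further: plate controls were DMSO cells for no effect and high antibiotic wells for full effect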
# M. tuberculosis HTS: M. tuberculosis growth inhibition, HTS (AID 449762) | one-dose inhibition, % at 25 µM; IC50 in µM for titrated hits | actives 0.59% (n = 330,000) | M. tuberculosis H37Rv growth inhibition, 7H9 media; higher % means a stronger effect; in the data active means a potency from the dose series; inconclusive means inhibition above about 70% without an active follow-up result;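 further: bacterial growth assessed after seven days of incubation; strong numbers were not always called active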
# inhibitors of VEEV: inhibitors of VEEV TC-83 cytopathic effect, confirmation, Vero cells (AID 588727). Vero cells, VEEV TC-83 cytopathic effect inhibition; higher % means a stronger effect. inhibition, % at 20 µM; hits with a dose series show IC50 in µM. actives 0.13% (n = 350,000); in the data active means a potency from the dose series; inconclusive means inhibition mostly from about 14% at the one dose, without a potency; inactive means the rest, 99 in 100 with inhibition below about 12%; further: strong numbers were not always called active
# inhibitors of VEEV 10K pilot screen: second read-out of inhibitors of VEEV, no call of its own (marks repeat the call); inhibition, %; measured here: 10K pilot screen inhibition
# * = called active by the depositor; i = inactive; ? = inconclusive; / = not tested or not shown. Random draw from the library. About 1.6% of those tested had a hit in this group.
SMILES,PhoP GFP inhibition,influenza NS1A,tuberculosis growth,M. tuberculosis HTS,inhibitors of VEEV,others
COc1ccc(/C=C/C=N/NC(=O)COc2ccc(OC)cc2)cc1,-4%,3%,51%,-1%,i,
Cc1ccccc1N1C(S)=C(C#N)C(=O)NC12CCCCC2,-1%,7%,1%,3%,0.2%,
COc1ccc(C(=O)NCCc2nnc3ccc(SCC(=O)NCCc4ccc(OC)c(OC)c4)nn23)cc1,-15%,4%,-10%,-1%,1.7%,
Cc1ccccc1CS(=O)(=O)CC1(O)CCN(C(=O)c2cccc(C(F)(F)F)c2)CC1,-5%,-4%,5%,-6%,i,inhibitors of VEEV 10K pilot screen=0.5
COc1ccccc1NC(=O)CSc1nc(SC)ns1,9%,5%,?,?,0.1%,
Cn1c(CNC(=O)c2ccccc2)nnc1SCC(=O)Nc1nccs1,-3%,4%,0%,-5%,1.5%,
Brc1ccc(-c2csc3[n+]2CCCCC3)cc1,7%,1%,15%,29%,0.4%,
Cc1cnc(C(=O)Nc2cccc3ncccc23)cn1,8%,4%,-9%,-3%,0.2%,
O=C1CCC(CCC(=O)N2CCCC(C(=O)c3ccc(Cl)cc3)C2)=NN1 (stereo unspecified),0%,-13%,-3%,-4%,1.2%,
CC(C)CN(CC(C)C)S(=O)(=O)N1CCC(C(=O)NCc2cccnc2)CC1,10%,-14%,11%,-3%,0.9%,
COc1cccc(CNc2ccc(S(=O)(=O)Nc3nccs3)cc2)c1O,-1%,-6%,70%,65%,1.5%,
COCCCN(C(=O)Nc1ccc(C)c(C)c1)C(C)c1ccccn1 (stereo unspecified),-13%,5%,/,-10%,0.1%,
NNC(=O)c1cc(-c2ccccc2)sc1N,-2%,2%,4%,-2%,4.8%,
Cc1cccc(C(C)C)c1NC(=O)COC(=O)c1cc2ccccc2oc1=O,/,-5%,9%,-4%,i,
COCc1ccc(CN2CCCC(CO)(Cc3cccc(Cl)c3)C2)o1 (stereo unspecified),-6%,-2%,3%,0%,0.9%,
O=C1NCCC/C1=N\Nc1ccc(Br)cc1,-1%,-4%,14%,91%,0.8%,
COc1cccc(-c2nc(CS(=O)(=O)CC(=O)NCC(C)c3ccccc3)c(C)o2)c1 (stereo unspecified),-23%,3%,25%,-1%,1.0%,
CCOC(=O)C1=C(O)/C(=C/c2cn(CC(=O)N3CCCC3)c3ccccc23)SC1=Nc1ccccc1,/,3%,/,/,1.8%,
O=C(c1ccc2c3c(cccc13)CC2)C1CCCN(Cc2cccnc2)C1 (stereo unspecified),17%,-33%,35%,6%,5.4%,
CCC(=O)NC(=S)Nc1cccc(C(C)=O)c1,-7%,9%,15%,-2%,1.7%,
Cc1c(N(C(=O)c2cnccn2)C2(C(=O)NC3CCCC3)CCCCC2)c(=O)n(-c2ccccc2)n1C,-4%,-3%,-7%,-4%,0.2%,
CCOC(=O)c1cnn(-c2ccccc2)c1NC(=O)c1ccc(C)cc1,-6%,-5%,12%,-4%,0.8%,
CC(Oc1ccc(Cl)cc1Cl)C(=O)Nc1ccncc1 (stereo unspecified),2%,0%,61%,-2%,0.4%,
CCCCCCCCCC(=O)NNC(=O)c1c(O)c2ccccc2n(CCC)c1=O,-2%,10%,-6%,5%,0.2%,
CC(C)CCNC1=NCCCCC1,-1%,-12%,9%,2%,0.2%,

# Continuation.
SMILES,PhoP GFP inhibition,influenza NS1A,tuberculosis growth,M. tuberculosis HTS,inhibitors of VEEV,others
CC1CCN(S(=O)(=O)c2ccc3ncn(CC(=O)N(C)C4CCCCC4)c(=O)c3c2)CC1,15%,0%,-9%,-4%,1.2%,
Cc1c(Br)c([N+](=O)[O-])nn1CC(=O)N1CCN(C23CC4CC(CC(C4)C2)C3)CC1,7%,-3%,8%,3%,1.7%,
O=C1CSc2ccccc2N1Cc1ccccc1F,5%,4%,22%,1%,i,
O=C(Cc1cccs1)NCCS(=O)(=O)N1CCN(c2ccccc2F)CC1,-7%,-2%,4%,0%,7.6%,
COc1ccc(/C=C(\C#N)c2cc(OC)c(OC)cc2[N+](=O)[O-])cc1,13%,18%,-6%,8%,3.3%,
COc1cc(CNc2ccccc2)c([N+](=O)[O-])cc1OC,-3%,-10%,25%,2%,3.4%,
COc1ccc(N2CCN(C(=O)C3COc4ccccc4O3)CC2)cc1 (stereo unspecified),6%,-4%,23%,-1%,3.5%,
CC(c1nnnn1C(C)(C)C)N(Cc1cccnc1)Cc1ccccc1Cl (stereo unspecified),3%,4%,28%,-3%,4.8%,
COc1cc([N+](=O)[O-])c2nc(C=NNC(N)=S)ccc2c1,/,2%,/,/,0.8%,
COc1ccccc1C(=O)NCC(=O)Nc1cccnc1,-14%,5%,-6%,-11%,9.9%,
CCC(C)(C(=O)NC1CCCC1)N(C(=O)Cc1cccs1)c1c(C)n(C)n(-c2ccccc2)c1=O (stereo unspecified),5%,9%,4%,2%,0.6%,
CCOc1ccc2nc(N3CCC(C(=O)N4CCN(c5ncccn5)CC4)CC3)sc2c1,3%,13%,39%,0%,2.8%,inhibitors of VEEV 10K pilot screen=1.3
CN(c1ccc(OCC(=O)OCC(=O)Nc2ccc([N+](=O)[O-])cc2)cc1)S(=O)(=O)c1cccs1,/,-7%,/,/,3.4%,
CCOC(=O)CCSCC(=O)Nc1nnc(C)s1,-2%,34%,10%,-4%,i,
CCCN1CNC(=S)N(c2cccc(C)c2C)C1,0%,1%,15%,-16%,3.2%,inhibitors of VEEV 10K pilot screen=1.7
Cc1cc([N+](=O)[O-])c(C(C)(C)C)cc1N,-5%,-2%,-1%,1%,1.3%,
CC(=O)Nc1ccccc1OCc1nnc(-c2ccc(Cl)cc2)o1,14%,-1%,35%,2%,0.5%,
O=C(Nc1ccc2c(c1)OCO2)O[C@@H]1C[C@H]2CCC(=O)N3CC[C@@H](C1)[C@@H]23,9%,-4%,-12%,-1%,1.0%,
O=C(CNc1ccc2ccccc2c1)N/N=C/c1ccc(C(=O)O)cc1,-6%,3%,39%,?,0.8%,
COCCN1C(=O)C(O)=C(C(=O)c2cccs2)C1c1ccccc1 (stereo unspecified),-9%,5%,13%,-2%,0.0%,
Cc1ccccc1C(=O)Nc1ccc(N2CCN(C)CC2)nc1,8%,9%,-11%,2%,0.2%,
COc1ccccc1NC(=O)Nc1nc2ccc(S(N)(=O)=O)cc2s1,-6%,0%,-2%,8%,4.0%,
CCOC(=O)C1CCCN(C(=O)Nc2ccccc2)C1 (stereo unspecified),-4%,24%,1%,-7%,4.4%,
Cn1c(SCc2nnc(-c3ccccc3)o2)nc2ccccc21,-1%,-15%,59%,3%,1.8%,
C#CCOCCOCCOCCNc1nc(N2CCN(C(=O)[C@H](CCCCN)n3cc([C@@H](N)CC(C)C)nn3)CC2)nc(N2CCN(C(=O)[C@H](Cc3cc4ccccc4[nH]3)n3cc([C@@H](N)Cc4ccc(O)cc4)nn3)CC2)n1,26%,19%,?,?,0.6%,inhibitors of VEEV 10K pilot screen=3.5

# New compounds follow
SMILES,PhoP GFP inhibition,influenza NS1A,tuberculosis growth,M. tuberculosis HTS,inhibitors of VEEV,others
COc1ccccc1N1CCN(C(=O)c2cn(Cc3ccccc3)nc2-c2cccnc2)CC1,/,-1%,4%,-2%,8.5%,
CN(CCOc1ccccc1)CC(=O)Nc1ccc(Cl)cc1[N+](=O)[O-],5%,22%,17%,-12%,0.7%,
O=C(CCNS(=O)(=O)c1ccccc1)NCC1CCCCC1,/,10%,/,/,1.1%,
COc1ccc(-n2c(O)c(C=NCc3ccccn3)c3ccccc3c2=O)c(OC)c1,-5%,4%,54%,5%,2.8%,
O=C(COc1ccccc1)Nc1ccccc1Oc1ccccc1,0%,-2%,68%,59%,1.5%,
Cc1ccsc1/C=N/n1c(-c2ccncc2)n[nH]c1=S,1%,0%,-12%,-11%,1.7%,
Cc1ccccc1C(=O)Nc1ccnn1C1CCN(Cc2ccc(CO)o2)CC1,-12%,-16%,10%,-6%,0.7%,
CCN=C1S/C(=C/c2ccc(-c3ccc(F)cc3)o2)C(=O)N1CC,-31%,15%,61%,?,0.8%,
N#CC1(C#N)[C@@H](C(=O)C23CC4CC(CC(C4)C2)C3)C12CCOCC2,-7%,-4%,23%,6%,0.9%,
COc1ccc(C(=O)OCC(=O)c2ccc3c(c2)NC(=O)CO3)cc1[N+](=O)[O-],/,-3%,3%,2%,3.2%,
COc1cc([C@@H]2CC=C(C(=O)O)CN2S(=O)(=O)c2ccc(C)cc2)cc(OC)c1OC,-2%,-6%,5%,-7%,1.4%,
Cc1ccc(NC(=O)Cc2nnc(SCC(=O)NC3CCCC3)n2C)cc1,9%,-2%,-14%,-5%,3.4%,
COc1ccc(S(=O)(=O)Oc2c(OC)cc(C(=S)N3CCOCC3)cc2OC)cc1,-6%,-16%,19%,6%,0.2%,
O=C(CCc1ccccc1)OCCOC(=O)CCc1ccccc1,6%,-2%,11%,4%,2.3%,
CCn1cc(C2C(C(=O)Nc3cc(C)ccn3)=C(C)NC3=C2C(=O)CC(C)(C)C3)c(C)n1 (stereo unspecified),0%,-1%,-9%,2%,i,
Cc1c(-c2c(C#N)c(N)nc3c2CCCCCC3)cnn1C,0%,6%,7%,-10%,3.4%,
O=C(COc1ccccc1)Nc1ccc2c(c1)nc1n2CCOC1,16%,-1%,2%,-6%,3.1%,
CCN(CC)c1ccc(/C=N/NC(=O)c2ccc3c(c2)OCCO3)cc1,/,-9%,/,/,10%,
CC(=O)NCC1COc2ccccc2O1 (stereo unspecified),5%,1%,3%,6%,i,
O=C(/C=C/c1ccc(F)cc1)c1ccccc1Br,-4%,-8%,?,?,?,
COc1ccc(C(=O)Nc2cccc(S(=O)(=O)NC3=NCCC3)c2)cc1OC,/,-5%,9%,-1%,0.5%,
Cc1ccc(CNC(=O)CN(c2ccc(C)cc2)S(=O)(=O)c2c(C)n[nH]c2C)cc1,-21%,10%,20%,11%,0.5%,
CCN1CCN(CCNC(=O)Cn2c(=O)c3cccn3c3ccc(F)cc32)CC1,10%,2%,5%,-4%,i,
CCC(=O)N1CCN(c2ccc(Cl)cc2NC(=O)c2ccc([N+](=O)[O-])o2)CC1,-3%,26%,48%,?,?,
COc1ccc(-c2cc(CC3(C(=O)O)CCN(C(=O)OC(C)(C)C)CC3)on2)c(OC)c1,14%,3%,0%,7%,0.2%,inhibitors of VEEV 10K pilot screen=0.2
O=C(O)c1ccc(-n2ncc3c2/C(=C\c2cccc([N+](=O)[O-])c2)CC3)cc1,/,2%,/,/,9.5%,
CC(C)c1ccc(C2c3[nH]c4ccccc4c3C[C@H]3C(=O)N(c4ccccc4C(=O)N4CCC[C@H]4C(=O)O)C(=O)N23)cc1 (stereo partly specified),-8%,2%,35%,0%,0.4%,

# Quoted from above (14 entries):
SMILES,PhoP GFP inhibition,influenza NS1A,tuberculosis growth,M. tuberculosis HTS,inhibitors of VEEV,others
CCN=C1S/C(=C/c2ccc(-c3ccc(F)cc3)o2)C(=O)N1CC,-31%,15%,61%,?,0.8%,
N#CC1(C#N)[C@@H](C(=O)C23CC4CC(CC(C4)C2)C3)C12CCOCC2,-7%,-4%,23%,6%,0.9%,
COc1ccc(C(=O)OCC(=O)c2ccc3c(c2)NC(=O)CO3)cc1[N+](=O)[O-],/,-3%,3%,2%,3.2%,
COc1cc([C@@H]2CC=C(C(=O)O)CN2S(=O)(=O)c2ccc(C)cc2)cc(OC)c1OC,-2%,-6%,5%,-7%,1.4%,
Cc1ccc(NC(=O)Cc2nnc(SCC(=O)NC3CCCC3)n2C)cc1,9%,-2%,-14%,-5%,3.4%,
COc1ccc(S(=O)(=O)Oc2c(OC)cc(C(=S)N3CCOCC3)cc2OC)cc1,-6%,-16%,19%,6%,0.2%,
O=C(CCc1ccccc1)OCCOC(=O)CCc1ccccc1,6%,-2%,11%,4%,2.3%,
CCn1cc(C2C(C(=O)Nc3cc(C)ccn3)=C(C)NC3=C2C(=O)CC(C)(C)C3)c(C)n1 (stereo unspecified),0%,-1%,-9%,2%,i,
Cc1c(-c2c(C#N)c(N)nc3c2CCCCCC3)cnn1C,0%,6%,7%,-10%,3.4%,
O=C(COc1ccccc1)Nc1ccc2c(c1)nc1n2CCOC1,16%,-1%,2%,-6%,3.1%,
CCN(CC)c1ccc(/C=N/NC(=O)c2ccc3c(c2)OCCO3)cc1,/,-9%,/,/,10%,
CC(=O)NCC1COc2ccccc2O1 (stereo unspecified),5%,1%,3%,6%,i,
O=C(/C=C/c1ccc(F)cc1)c1ccccc1Br,-4%,-8%,?,?,?,
COc1ccc(C(=O)Nc2cccc(S(=O)(=O)NC3=NCCC3)c2)cc1OC,/,-5%,9%,-1%,0.5%,
